Rv3671c protease: inhibitors of M. tuberculosis serine protease Rv3671c; inhibition, % at 5.96 µM; actives 0.048% (n = 320,000); AID 2606; in the data active = inhibition above about 38%;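 note: extracellular domain of Rv3671c used as enzyme; 0% = enzyme with DMSO and 100% = no enzyme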
Target sequence (P9WHR9 whole entry, looked up, the tested form may be a part): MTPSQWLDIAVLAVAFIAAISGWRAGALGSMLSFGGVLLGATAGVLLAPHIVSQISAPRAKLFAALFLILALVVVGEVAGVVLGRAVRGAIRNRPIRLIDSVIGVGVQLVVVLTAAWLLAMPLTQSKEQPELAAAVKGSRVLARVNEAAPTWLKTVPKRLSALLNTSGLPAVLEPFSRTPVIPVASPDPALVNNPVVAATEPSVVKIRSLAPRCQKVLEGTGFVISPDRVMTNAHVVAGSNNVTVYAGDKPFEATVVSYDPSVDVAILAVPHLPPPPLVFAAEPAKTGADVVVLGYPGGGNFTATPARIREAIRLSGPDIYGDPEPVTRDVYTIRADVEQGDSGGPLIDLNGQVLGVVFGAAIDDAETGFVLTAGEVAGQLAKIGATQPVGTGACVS
MazEF act: activators of E. coli MazEF toxin-antitoxin RNase | FAM/BHQ RNA-DNA oligo cleavage fluorescence, 5 h | activation, % at 20 µM | actives 0.32% (n = 350,000); in the data active = activation above about 50%
Target sequence (P0AE70 whole entry, looked up): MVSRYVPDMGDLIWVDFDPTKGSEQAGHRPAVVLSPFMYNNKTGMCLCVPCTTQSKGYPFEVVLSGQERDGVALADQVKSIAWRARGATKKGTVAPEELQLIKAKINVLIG
PrPC TRFRET: reduces human prion protein on the cell surface; P04156; cell surface PrPC, TR-FRET read-out; inhibition, % at 13.8 µM; actives 0.43% (n = 370,000); in the data active = inhibition above about 24%; note: 0% = median of the test wells and 100% = reference compound wells
UGM FP inh: blocks M. tuberculosis UGM enzyme | P9WIQ1 | purified UGM, fluorescence polarization probe displacement | inhibition, % at 10 µM | actives 0.06% (n = 320,000) | AID 504406; in the data active = inhibition above about 10%, passing the limit was not always enough; inconclusive = no clear call, values can overlap the other calls
Mtb FBA inh: Mtb fructose-bisphosphate aldolase inhibition; P9WQA3; purified M. tuberculosis FBA, fluorescence read-out; AID 588726; inhibition, % at 1 µM; actives 2.3% (n = 360,000); in the data active = inhibition above about 27%;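 note: 0% = vehicle and 100% = reference inhibitor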
Target sequence (P9WQA3 whole entry, looked up): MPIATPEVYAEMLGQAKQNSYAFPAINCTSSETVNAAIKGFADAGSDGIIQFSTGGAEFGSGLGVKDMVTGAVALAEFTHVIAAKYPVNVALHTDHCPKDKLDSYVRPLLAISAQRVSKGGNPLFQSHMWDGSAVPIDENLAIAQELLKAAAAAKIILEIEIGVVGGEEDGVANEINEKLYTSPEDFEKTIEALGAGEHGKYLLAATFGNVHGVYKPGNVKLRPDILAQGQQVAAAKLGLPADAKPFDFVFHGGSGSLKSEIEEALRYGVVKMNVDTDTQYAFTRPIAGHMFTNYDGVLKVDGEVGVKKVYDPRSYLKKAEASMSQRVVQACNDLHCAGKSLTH
Mtb BioA inh: inhibitors of Mycobacterium tuberculosis BioA enzyme; purified M. tuberculosis BioA enzyme, plate reader; inhibition, % at 9.99 µM; actives 0.096% (n = 360,000); in the data active = inhibition above about 40%; inconclusive = no clear call, values can overlap the other calls
GDH-TPI inh: inhibits GDH-TPI coupling enzymes, artifact for Mtb FBA screen. AID 588335. GDH-TPI coupled enzyme counterscreen, NADH absorbance. actives 1.2% (n = 360,000). inhibition, % at 4.8 µM; in the data active = inhibition above about 30%;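 note: 0% = DMSO wells and 100% = wells lacking the enzyme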
BoNT F protease: inhibitors of Botulinum neurotoxin F light chain protease | actives 0.22% (n = 360,000) | AID 588497 | Multiplex microsphere protease cleavage assay, flow cytometry | inhibition, % at 10 µM; in the data active = inhibition above about 35%, passing the limit was not always enough; inconclusive = no clear call, values can overlap the other calls; note: plate controls were buffer without enzyme for full effect and enzyme alone for no effect
FadD28 binding: M. tuberculosis FadD28 bisubstrate binding inhibition. inhibition, % at 12.5 µM. actives 0.22% (n = 360,000). FadD28 bisubstrate probe binding, fluorescence polarization. AID 588549; in the data active = inhibition above about 8.5%, passing the limit was not always enough; inconclusive = no clear call, values can overlap the other calls
An asterisk follows results filed as active; ? = inconclusive; / = not tested or not shown.

Each structure is followed by: Rv3671c protease, MazEF act, PrPC TRFRET, UGM FP inh, Mtb FBA inh, Mtb BioA inh, GDH-TPI inh, BoNT F protease, FadD28 binding
#1 O=C(C1CCCN1S(=O)(=O)c1ccc(Cl)c(Cl)c1)N1CCOCC1 (stereo not given)
    -8, 2, 5, 2.9, 0, -2.9, 0, -4, 0.6
#2 O=C(COC(=O)/C=C/c1ccc(Cl)cc1)Nc1ccc2c(c1)OCCO2
    -6, -1, 1, 0.2, 2, -0.7, 22, -10, -1.8
#3 O=C1CC(=O)N(Cc2ccccc2)C(=O)N1Cc1ccccc1
    /, -10, 10, /, 2, /, 10, -7, -0.7
#4 CN(C(=O)c1ccc([N+](=O)[O-])cc1)c1ccccc1C(=O)NCc1ccccc1
    0, -1, -22, 1.6, 3, -0.8, 5, -10, 0.9
#5 CC1C(=O)CCCCCCCCCC2C1(N1CCOCC1)CS2(=O)=O (stereo not given)
    0, 2, -7, -1.3, 3, -1.5, -11, -4, -5.8
#6 NNC(=O)Cn1nc(Cc2ccccc2)n(N)c1=O
    -5, 4, -10, -0.3, 0, 1.6, -8, 7, -3.6
#7 CC(C)CN1CCN(Cc2cnc(-c3ccc(Cl)cc3)nc2)CC1CCO (stereo not given)
    7, 9, 2, -2.1, 7, -0.7, -10, 0, -1.8
#8 Cc1ccc2c(c1)cc(CN(Cc1ccc3c(c1)OCO3)C(=O)c1ccccc1)c1nnnn12
    -4, 3, 3, 3.0, -2, -2.5, 6, 0, -0.8
#9 NC(=S)Nc1ccc(Cl)c(Cl)c1
    4, 11, 0, -2.4, 4, /, -3, ?, -1.0
#10 CCOc1ccc(OCC)c(NS(=O)(=O)c2cccc3nsnc23)c1
    5, 1, -19, -1.8, -2, -2.3, 4, 4, -11
#11 CC(C)N=C(NC(C)C)N1CC1
    /, 5, 2, /, 5, -0.6, 4, -8, -0.2
#12 COc1ccc(NC(=O)C2CC(=O)N(CCc3ccc(F)cc3)C2)c(OC)c1 (stereo not given)
    7, 4, 3, 0.1, -1, 2.0, 0, -6, 2.5
#13 CC(Oc1ccccc1)C(=O)Nc1c2c(nn1-c1ccccc1)CS(=O)C2 (stereo not given)
    4, 6, 1, -2.3, 7, -2.2, -2, -6, -2.4
#14 COc1cc(Cl)cc(C2NC(=O)NC(C)=C2C(=O)NCc2ccccc2)c1O (stereo not given)
    -4, 19, -2, -0.4, -1, -1.3, 2, 7, 1.8
#15 O=c1[nH][nH]cc1C=Nc1ccc(Cl)cc1Cl
    -7, -9, 6, 1.2, -2, /, -2, -1, -4.6
#16 Cc1nc(-c2ccc(S(=O)(=O)N3CCN(CCc4ccccc4)CC3)s2)cs1
    -4, 11, 5, -3.5, -2, -0.6, 5, -6, -1.7
#17 COc1ccc2c(c1OC)C(=O)OC2c1c(O)n(Cc2ccc(F)cc2)c(=O)[nH]c1=O (stereo not given)
    -17, -5, -4, /, 2, -0.3, 9, 0, 0.5
#18 Nc1cc(S(=O)(=O)N2CCOCC2)ccc1N1CCCCC1
    4, 3, -4, 3.8, 1, -0.6, -4, -5, 0.4
#19 O=C(CCCc1c[nH]c2ccccc12)NCC1COc2ccccc2O1 (stereo not given)
    0, 7, 2, 1.1, 0, /, -5, -5, -1.0
#20 CN(C)c1ccc(C=O)c(Oc2ccccc2)c1
    /, 7, 11, /, -2, /, 38*, 2, -2.0
#21 COCCN(C(=O)COC(=O)CCC(=O)c1ccc(Cl)cc1)c1c(N)n(Cc2ccccc2)c(=O)[nH]c1=O
    -4, 1, 1, -1.3, 0, 1.2, 5, 2, -2.6
#22 Cc1ccc(OCC(=O)Nc2ccc(C(=O)Nc3ccccc3C(=O)O)cc2)cc1C
    /, -2, 0, /, 1, -0.5, 6, -2, -1.9
#23 CCN(CC(O)CON=C1c2ccccc2-c2ccccc21)S(=O)(=O)c1ccc(Cl)cc1 (stereo not given)
    -69, -19, -4, -2.7, -1, /, 4, -6, -3.0
#24 CCN1CCN(C(=O)CCc2ccc(S(=O)(=O)NCCc3ccccc3)cc2)CC1
    9, 0, 3, 0.0, -1, 0.9, -4, -7, -0.6
#25 CC1(C(=O)NS(=O)(=O)c2ccc(C#N)cc2)CCN1C(=O)C1(c2ccccc2)CCCC1 (stereo not given)
    /, /, 3, /, 4, -3.8, 17, -6, -1.8
#26 O=S(=O)(c1ccccc1)N1CCN(S(=O)(=O)c2ccccc2)C1
    1, 3, 9, 0.2, 2, /, 4, 2, -0.9
#27 CCOC(=O)c1ccc(S(=O)(=O)N2CCC(N3CCCCC3)CC2)cc1
    -8, 7, -2, -0.9, -1, -1.3, 1, -7, -0.6
#28 COC(=O)/C(=N\Nc1ccccc1)Sc1nnc(-c2ccc(OC)cc2)n1C
    2, -3, 10, 1.8, 0, 0.5, 15, -2, -1.1
#29 COc1ccc(NC(=O)N2CCCc3ccccc32)c(OC)c1
    /, -10, -2, -3.1, 2, -0.6, 4, 6, 0.1
#30 COc1ccc(C2=CC(=O)C[C@H](c3ccc(F)cc3)C2)c(F)c1F
    -14, -6, 11, 1.1, 1, 2.1, 11, -10, -2.3

Given tab-delimited: four of the compounds above
item	Molecule	Rv3671c protease	MazEF act	PrPC TRFRET	UGM FP inh	Mtb FBA inh	Mtb BioA inh	GDH-TPI inh	BoNT F protease	FadD28 binding
8	Cc1ccc2c(c1)cc(CN(Cc1ccc3c(c1)OCO3)C(=O)c1ccccc1)c1nnnn12	-4	3	3	3.0	-2	-2.5	6	0	-0.8
29	COc1ccc(NC(=O)N2CCCc3ccccc32)c(OC)c1	/	-10	-2	-3.1	2	-0.6	4	6	0.1
24	CCN1CCN(C(=O)CCc2ccc(S(=O)(=O)NCCc3ccccc3)cc2)CC1	9	0	3	0.0	-1	0.9	-4	-7	-0.6
2	O=C(COC(=O)/C=C/c1ccc(Cl)cc1)Nc1ccc2c(c1)OCCO2	-6	-1	1	0.2	2	-0.7	22	-10	-1.8

Carrying on.
31	NNc1nc(C(F)(F)F)nc2ccccc12
32	CC(=O)/C(C(=N)N1CCN(c2cccc(Cl)c2)CC1)=C(\C)O
33	Cc1cc(C(=O)N2CCc3c([nH]c4ccccc34)C2c2c(F)cccc2Cl)no1 (stereo not given)
34	COC(=O)c1cc(Br)ccc1NC(=O)Nc1ccc(C)cc1
35	Cc1cccc(OCC(=O)Nc2ccc(C(=O)Nc3ccccc3C(=O)O)cc2)c1
36	O=C(COc1ccc(Br)cc1)NCc1cn2ccccc2n1
37	CN(C)S(=O)(=O)n1cnc2ccccc21
38	COc1ccc(NC(=O)COc2cccc3c2CCNC3=O)cc1
Assay by compound	31	32	33	34	35	36	37	38
Rv3671c protease	-2	-20	2	-4	/	1	-2	/
MazEF act	-9	10	1	2	-3	10	3	-5
PrPC TRFRET	-4	12	4	19	-3	2	5	7
UGM FP inh	-1.4	-0.9	1.4	3.9	/	1.3	-3.2	/
Mtb FBA inh	1	0	1	2	0	14	-1	0
Mtb BioA inh	/	-3.4	/	-4.1	-1.2	/	-1.0	/
GDH-TPI inh	-1	4	-1	8	10	1	0	-6
BoNT F protease	-3	-21	-3	-1	-10	/	-18	9
FadD28 binding	-3.7	0.2	1.0	-0.8	-8.5	0.2	-1.8	-2.1

39	O=C(COC(=O)CNS(=O)(=O)/C=C/c1ccccc1)Nc1cccc2ccccc12
40	NNC(=O)CCCCCCCCCCOCCCCO
41	COc1ccc(C2C(C(=O)c3ccco3)=C(O)C(=O)N2CC2CCCO2)cc1 (stereo not given)
42	CCOC(=O)c1nnsc1NC(=O)Nc1ccc(OC)cc1
43	COc1cc(C)nc(N2CCCC(C(=O)Nc3cccc(Cl)c3C)C2)n1 (stereo not given)
44	CC(=O)Nc1c([N+](=O)[O-])cc(C)c(Cl)c1[N+](=O)[O-]
45	COc1ccc(NC(=O)CN(c2cc(C)cc(C)c2)S(=O)(=O)c2c(C)noc2C)cc1OC
46	CC(NC(=S)Nc1ccccc1Cl)C(c1ccccc1)N1CCOCC1 (stereo not given)
Assay by compound	39	40	41	42	43	44	45	46
Rv3671c protease	0	9	-1	-4	3	-8	-6	-11
MazEF act	-15	9	18	4	-13	8	11	4
PrPC TRFRET	2	3	-6	-2	7	0	4	6
UGM FP inh	1.6	5.2	-0.3	-0.8	1.0	1.1	2.2	-1.3
Mtb FBA inh	6	2	0	-1	-2	-4	-1	3
Mtb BioA inh	/	/	-1.4	-0.1	-0.1	/	4.7	-2.5
GDH-TPI inh	0	-1	9	-3	1	4	2	5
BoNT F protease	-5	?	-6	0	3	-1	-1	-1
FadD28 binding	-0.3	-2.0	-0.7	-2.2	0.1	-0.8	1.2	-1.2

47	COc1ccc(NC(=O)CSc2nc(C)cc(C)n2)cc1
48	CCN(C(=O)COC(=O)CCC(=O)c1ccc(C)cc1)c1c(N)n(Cc2ccccc2)c(=O)[nH]c1=O
49	O=C1C2C(C(=O)N1CCc1ccccc1)C1C=CC2C12CC2 (stereo not given)
50	COc1nc(-c2ccc(Cl)cc2)ccc1-c1noc(-c2ccco2)n1
51	Cc1cc(OCc2cc(C(=O)O)oc2C)c2c3c(c(=O)oc2c1)CCCC3
52	O=C(NC1CCCCC1)C(c1ccc(O)cc1)N(C(=O)c1cnccn1)c1cccc(F)c1 (stereo not given)
53	Cc1cc(C(=O)CN2C(=O)NC3(CCCCC3)C2=O)c(C)n1Cc1ccco1
54	COc1ccc(NC(=O)COC(=O)CCc2ccc(S(=O)(=O)N3CCOCC3)cc2)c(OC)c1
Assay by compound	47	48	49	50	51	52	53	54
Rv3671c protease	0	/	-4	-8	3	2	13	-2
MazEF act	4	0	5	-50	-1	5	0	3
PrPC TRFRET	1	-2	-1	-1	3	7	2	0
UGM FP inh	-2.5	/	-2.9	4.6	-1.6	-4.1	-4.5	-1.3
Mtb FBA inh	0	-4	2	-9	107*	1	-7	1
Mtb BioA inh	/	-1.1	-1.4	-1.2	0.6	0.2	-1.1	0.1
GDH-TPI inh	9	4	5	11	10	-7	2	0
BoNT F protease	3	-10	-4	15	-12	2	-10	/
FadD28 binding	0.4	-3.6	-0.3	-2.7	-5.6	-3.4	-0.7	-3.3

55	Cc1ccc(S(=O)(=O)NC(=O)COc2ccc(Cl)cc2Cl)cc1
56	COc1ccc(N=NC2=C(O)CC(C)(C)CC2=O)cc1
57	O=C(COc1ccc(Cl)cc1)NNC(=S)NCc1ccccc1
58	O=c1cc(N2CCc3ccccc3C2)[nH]c(=O)n1Cc1ccc(F)cc1
59	CCCN(CC(=O)Nc1ccccc1C)C(=O)c1cccc(S(=O)(=O)N2CCN(c3ccccc3)CC2)c1
60	CC1(c2ccc(OC(F)F)cc2)NC(=O)N(CC(=O)N2c3ccccc3NC(=O)C2(C)C)C1=O (stereo not given)
Assay by compound	55	56	57	58	59	60
Rv3671c protease	8	6	-20	-6	-1	-6
MazEF act	-5	-5	-9	-6	-3	-4
PrPC TRFRET	4	8	1	6	4	6
UGM FP inh	0.5	1.1	2.0	1.7	-1.5	1.2
Mtb FBA inh	2	-26	3	5	-2	1
Mtb BioA inh	0.5	-0.8	1.3	-6.4	/	3.7
GDH-TPI inh	3	16	4	6	2	4
BoNT F protease	-3	-1	16	5	-2	2
FadD28 binding	0.3	-1.3	0.5	-0.1	0.0	-2.4

Complete entries as entered above. Screens in order: Rv3671c protease	MazEF act	PrPC TRFRET	UGM FP inh	Mtb FBA inh	Mtb BioA inh	GDH-TPI inh	BoNT F protease	FadD28 binding
Shown for O=C(COc1ccc(Cl)cc1)NNC(=S)NCc1ccccc1 = -20	-9	1	2.0	3	1.3	4	16	0.5
Shown for CCCN(CC(=O)Nc1ccccc1C)C(=O)c1cccc(S(=O)(=O)N2CCN(c3ccccc3)CC2)c1 = -1	-3	4	-1.5	-2	/	2	-2	0.0
Shown for Cc1ccc(S(=O)(=O)NC(=O)COc2ccc(Cl)cc2Cl)cc1 = 8	-5	4	0.5	2	0.5	3	-3	0.3
Shown for O=c1cc(N2CCc3ccccc3C2)[nH]c(=O)n1Cc1ccc(F)cc1 = -6	-6	6	1.7	5	-6.4	6	5	-0.1
Shown for COc1ccc(N=NC2=C(O)CC(C)(C)CC2=O)cc1 = 6	-5	8	1.1	-26	-0.8	16	-1	-1.3

Down the list, from the results shown:
Nos. 56 to 59 in UGM FP inh, in turn: 1.1, 2.0, 1.7, -1.5
Nos. 56 to 59 in Rv3671c protease, in turn: 6, -20, -6, -1
Nos. 56 to 59 in GDH-TPI inh, in turn: 16, 4, 6, 2
